High-throughput results: PubChem, several laboratories
PvdQ acylase: P. aeruginosa PvdQ acylase inhibition. purified PvdQ acylase, fluorescence plate reader. inhibition, % at 10 µM. actives 0.063% (n = 340,000). AID 488965; in the data active = inhibition above about 30%, passing the limit was not always enough;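 note: 0% = vehicle neutral wells and 100% = reference inhibitor wells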
dFosB activator: enhances mouse delta FosB homodimer DNA binding; P13346; purified delta FosB, TAMRA-CDK5 oligo fluorescence polarization; percent of positive-control signal above neutral wells; activation, % at 25 µM; actives 0.99% (n = 340,000); AID 493131;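 active = mean activation above about 17%, with every replicate also reaching it, limit read from the data, passing the limit was not always enough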;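 note: fluorescence polarization rise as delta FosB binds a TAMRA Cdk5 AP-1 oligo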
V-ATPase pH: regulators of yeast V-ATPase proton transport; S. cerevisiae, pHLuorin cytosolic pH fluorescence; AID 504577; response, % at 10 µM; actives 0.37% (n = 350,000); in the data active = response mostly above about 7.3%, no sharp cut-off; inactive = mostly below about 5.4%; note: actives read high; inactives centre near 0; some compounds called inactive have numbers as strong as hits; reference of the scale not given here
Wnt act: Wnt/beta-catenin pathway activation | Wnt/beta-catenin reporter cell assay, activator, plate reader | activation, % at 9.35 µM | actives 1.2% (n = 300,000); in the data active = activation above about 30%, passing the limit was not always enough;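 note: 0% = neutral control wells and 100% = positive control wells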
HTR5A inv ctr: inverse agonist of human HTR5A in OPRM1-OPRD1 counter-screen. P47898. HTR5A cell line, luminescence, inverse agonism. inhibition, % at 9.3 µM. actives 0.083% (n = 340,000). AID 504634; in the data active = inhibition mostly above about 23%, no sharp cut-off; inactive = mostly below about 18%;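 note: 0% = cells with DMSO and 100% = no-cell wells with DMSO; some compounds called inactive have numbers as strong as hits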
CDK5 p35 inh: inhibitors of human CDK5/p35 kinase. Recombinant CDK5/p35, ADP-Glo luminescence, 60 min. inhibition, % at 10 µM. actives 0.01% (n = 330,000);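 active = highest replicate inhibition of at least 50% and at least 75% of replicates reaching 50%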;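 note: plate controls were DMSO neutral control for no effect and GW8510 at 10 µM for full effect; many of its hits are not listed in these tables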
NSD2 HMT inh: NSD2 (human) methyltransferase inhibition; O96028; NSD2 peptide methylation, AlphaScreen, 120 min; inhibition, % at 12.5 µM; actives 0.54% (n = 310,000); in the data active = inhibition above about 50%
Target sequence (O96028 whole entry, looked up): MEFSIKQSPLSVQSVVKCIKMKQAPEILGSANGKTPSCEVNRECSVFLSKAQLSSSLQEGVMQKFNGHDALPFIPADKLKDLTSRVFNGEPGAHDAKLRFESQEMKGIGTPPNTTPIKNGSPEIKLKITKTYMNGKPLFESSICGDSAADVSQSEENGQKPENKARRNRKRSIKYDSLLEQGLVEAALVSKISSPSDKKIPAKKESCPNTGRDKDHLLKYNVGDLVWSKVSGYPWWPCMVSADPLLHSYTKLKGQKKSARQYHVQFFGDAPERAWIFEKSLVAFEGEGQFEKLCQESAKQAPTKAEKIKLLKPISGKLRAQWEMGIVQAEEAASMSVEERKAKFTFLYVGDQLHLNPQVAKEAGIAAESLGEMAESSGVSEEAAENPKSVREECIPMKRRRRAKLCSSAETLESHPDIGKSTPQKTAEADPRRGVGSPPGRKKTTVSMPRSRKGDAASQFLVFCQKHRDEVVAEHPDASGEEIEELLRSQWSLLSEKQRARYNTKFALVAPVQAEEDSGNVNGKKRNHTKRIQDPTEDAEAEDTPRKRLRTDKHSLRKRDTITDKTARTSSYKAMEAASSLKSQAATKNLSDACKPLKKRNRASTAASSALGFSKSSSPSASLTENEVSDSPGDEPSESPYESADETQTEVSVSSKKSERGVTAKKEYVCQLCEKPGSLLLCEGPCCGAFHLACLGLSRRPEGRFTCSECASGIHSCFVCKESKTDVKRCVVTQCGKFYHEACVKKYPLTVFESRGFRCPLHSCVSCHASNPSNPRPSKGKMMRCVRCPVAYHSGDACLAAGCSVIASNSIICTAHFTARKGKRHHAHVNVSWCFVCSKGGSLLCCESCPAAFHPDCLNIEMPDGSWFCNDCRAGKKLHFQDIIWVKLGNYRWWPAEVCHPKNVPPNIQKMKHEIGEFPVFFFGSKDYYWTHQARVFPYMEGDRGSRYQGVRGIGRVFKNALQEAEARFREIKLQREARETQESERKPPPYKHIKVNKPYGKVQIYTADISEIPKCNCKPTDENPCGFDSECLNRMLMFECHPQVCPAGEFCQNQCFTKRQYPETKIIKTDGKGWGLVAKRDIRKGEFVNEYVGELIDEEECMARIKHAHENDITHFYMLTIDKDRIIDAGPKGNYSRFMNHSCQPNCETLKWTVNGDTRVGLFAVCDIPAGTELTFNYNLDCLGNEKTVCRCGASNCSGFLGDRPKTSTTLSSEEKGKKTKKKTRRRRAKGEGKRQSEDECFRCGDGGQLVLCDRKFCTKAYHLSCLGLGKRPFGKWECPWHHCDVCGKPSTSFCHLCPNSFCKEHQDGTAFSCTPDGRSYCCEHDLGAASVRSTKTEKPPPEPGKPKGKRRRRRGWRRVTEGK
SR-BI HDL uptake: mouse SR-BI HDL lipid transfer inhibition; Q61009; ldlA[mSR-BI] CHO cells, DiI-HDL uptake fluorescence, 3 h; inhibition, % at 12.5 µM; actives 0.96% (n = 320,000); AID 488896;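 active = mean replicate inhibition of at least 70% and a set share of replicates each scoring 70 or more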;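 note: 0% = median of neutral control wells and 100% = median of positive control wells; values of inactives mirror those of a sister screen read the other way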
MITF TRPM1 HTS: increases MITF-driven TRPM1 promoter luciferase signal; SK-MEL-5 TRPM1-promoter luciferase, 24 h; % of positive control, neutral wells = 0; activation, % at 12.5 µM; actives 0.75% (n = 300,000); AID 588334;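 active = mean activation of at least 80% with every replicate also reaching 80%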;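 note: 0% = neutral control wells and 100% = parthenolide positive control wells; values of inactives mirror those of a sister screen read the other way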
HTR5A ag ctr: activates human HTR5A in OPRM1-OPRD1 agonist counter-screen. HTR5A agonist assay, luminescence, cell-based. activation, % at 9.3 µM. actives 0.61% (n = 340,000); in the data active = activation mostly above about 9.5%, no sharp cut-off; inactive = mostly below about 7.6%;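 note: 0% = cells with vehicle only and 100% = reference agonist; strong numbers were not always called active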
Active calls of the source: *; · = no result given; & = joins results of further samples; ! = not active in a repeat. An excerpt; the hit share may differ from the screen's.

1) Oc1ccc(/C=C/c2cc(O)cc(O)c2)cc1
2) CCOc1ccc(NC(=O)Cn2cc(C(=O)c3ccco3)c3ccccc32)cc1
3) C/C=C(/C)C(=O)O[C@@H]1c2c(ccc3ccc(=O)oc23)OC(C)(C)[C@@H]1OC(=O)/C(C)=C\C
4) CC(=O)OCC1=C[C@@H]2OC(=O)C3=CO[C@@H](O[C@@H]4O[C@H](CO)[C@@H](O)[C@H](O)[C@H]4O)[C@H]1[C@@H]32
5) CC1(C)Cc2c(sc(NC(=S)NC(=O)c3ccccc3)c2C(=O)O)CO1
Screen / compound no.	1	2	3	4	5
PvdQ acylase	1	-3	-10	-12	-3
dFosB activator	2	6	-10	1	-5
V-ATPase pH	2	8	1	-2	5
Wnt act	0	·	-4	-3	-1
HTR5A inv ctr	-15	-25	5	-6	-1
CDK5 p35 inh	7.7	-0.5	-0.9	-1.0	1.5
NSD2 HMT inh	·	-2	·	·	3
SR-BI HDL uptake	11	-6	-26	-16	-7
MITF TRPM1 HTS	104*	10	-2	3	5
HTR5A ag ctr	5	1	-6	4	0

Reprinted at random: 4 entries already listed
5) CC1(C)Cc2c(sc(NC(=S)NC(=O)c3ccccc3)c2C(=O)O)CO1
1) Oc1ccc(/C=C/c2cc(O)cc(O)c2)cc1
2) CCOc1ccc(NC(=O)Cn2cc(C(=O)c3ccco3)c3ccccc32)cc1
4) CC(=O)OCC1=C[C@@H]2OC(=O)C3=CO[C@@H](O[C@@H]4O[C@H](CO)[C@@H](O)[C@H](O)[C@H]4O)[C@H]1[C@@H]32
Screen / compound no.	5	1	2	4
PvdQ acylase	-3	1	-3	-12
dFosB activator	-5	2	6	1
V-ATPase pH	5	2	8	-2
Wnt act	-1	0	·	-3
HTR5A inv ctr	-1	-15	-25	-6
CDK5 p35 inh	1.5	7.7	-0.5	-1.0
NSD2 HMT inh	3	·	-2	·
SR-BI HDL uptake	-7	11	-6	-16
MITF TRPM1 HTS	5	104*	10	3
HTR5A ag ctr	0	5	1	4

Next section
6) Cc1nc2ccccn2c(=O)c1CCN1CCC(C(=O)c2ccc(F)cc2)CC1
7) CC(COc1ccccc1)NC(C)C(O)c1ccc(O)cc1 (centres undefined)
8) CN1CCOC(c2ccccc2)c2ccccc2C1 (centres undefined)
9) COC(=O)c1ccc(O)cc1
10) c1ccc(CC2=NCCN2)cc1
Screen / compound no.	6	7	8	9	10
PvdQ acylase	-4	4	-5	-10	5
dFosB activator	0	2	2	-3	7
V-ATPase pH	-2	0	4	-4	-5
Wnt act	0	3	-4	-3	0
HTR5A inv ctr	-37	-24	-16	-7	-1
CDK5 p35 inh	-0.9	-1.2	-2.1	-1.9	-0.4
NSD2 HMT inh	·	·	·	-5	·
SR-BI HDL uptake	-2	1	·	-9	-11
MITF TRPM1 HTS	11	1	11	-3	6
HTR5A ag ctr	3	-2	7	2	4

11) CCCNC(C)C(=O)Nc1c(C)csc1C(=O)OC (centres undefined)
12) Cc1cc(-c2ccccc2)nnc1NCCN1CCOCC1
13) CC(=O)c1ccc2c(c1)N(CCCN(C)C)c1ccccc1S2
14) C=CC1=C(C(=O)O)N2C(=O)[C@@H](NC(=O)/C(=N\O)c3csc(N)n3)[C@H]2SC1 (stereo in doubt)
15) NC(=O)c1cn(Cc2c(F)cccc2F)nn1
Screen / compound no.	11	12	13	14	15
PvdQ acylase	-5	-3	-8	-14	-10
dFosB activator	3	-4	-3	1	4
V-ATPase pH	-2	-2	-1	-2	-3
Wnt act	3	-2	1	1	-3
HTR5A inv ctr	-12	8	6	-17	14
CDK5 p35 inh	-0.8	0.8	0.5	-1.6	-0.5
NSD2 HMT inh	·	·	·	·	·
SR-BI HDL uptake	-5	6	1	5	-3
MITF TRPM1 HTS	-1	-3	14	-4	-12
HTR5A ag ctr	4	-2	-2	3	-4

16) COc1cc2c(c(OC)c1OC)-c1c(cc3c(c1OC)OCO3)[C@@H](OC(C)=O)[C@H](C)[C@H](C)C2
17) COc1ccc(/C=C/C(=O)Nc2ccccc2C(=O)O)cc1OC
18) CCN(CC)CCOC(=O)C1(c2ccccc2)CCCC1
19) CCCn1cnc2c1c(=O)n(CCCCC(C)=O)c(=O)n2C
20) O=C(CCNNC(=O)c1ccncc1)NCc1ccccc1
Screen / compound no.	16	17	18	19	20
PvdQ acylase	-8	8	-3	-6	-21
dFosB activator	-1	3	-1	0	1
V-ATPase pH	1	0	1	2	-1
Wnt act	0	7	·	3	-4
HTR5A inv ctr	-14	-28	16	-22	-1
CDK5 p35 inh	0.2	1.1	-1.3	-0.9	-5.1
NSD2 HMT inh	·	·	12	·	·
SR-BI HDL uptake	-18	-4	-8	-28	9
MITF TRPM1 HTS	11	6	6	6	7
HTR5A ag ctr	1	2	-1	-2	0

21) CC(C(=O)O)c1ccc(C(=O)c2cccs2)cc1 (centres undefined)
22) CC[N+](C)(CC)CCOC(=O)C(O)(c1ccccc1)C1CCCCC1 (centres undefined)
23) COc1ccc(C(=O)NCc2ccc(OCCN(C)C)cc2)cc1OC
24) CC12CCC(CC1)C(C)(C)O2
25) C[C@]12CCC(=O)C=C1CC[C@@H]1[C@@H]2CC[C@@]2(C)[C@H]1CC[C@]2(O)C(=O)CO
Screen / compound no.	21	22	23	24	25
PvdQ acylase	12	-4	6	-16	-2
dFosB activator	-5	5	-2	-5	2
V-ATPase pH	3	1	-1	-1	5
Wnt act	16	3&-1	2	-2	-5
HTR5A inv ctr	10	-13	-1	27	-14
CDK5 p35 inh	-0.2	0.4	1.8	-0.1	0.1
NSD2 HMT inh	·	·	·	·	·
SR-BI HDL uptake	-9	-12	-11	5	-3
MITF TRPM1 HTS	-1	16	10	-2	5
HTR5A ag ctr	-3	4	0	3	4

Compound profiles, as listed above:
`C[C@]12CCC(=O)C=C1CC[C@@H]1[C@@H]2CC[C@@]2(C)[C@H]1CC[C@]2(O)C(=O)CO` in the list: PvdQ acylase = -2; dFosB activator = 2; V-ATPase pH = 5; Wnt act = -5; HTR5A inv ctr = -14; CDK5 p35 inh = 0.1; NSD2 HMT inh = ·; SR-BI HDL uptake = -3; MITF TRPM1 HTS = 5; HTR5A ag ctr = 4
`CC[N+](C)(CC)CCOC(=O)C(O)(c1ccccc1)C1CCCCC1` (centres undefined) in the list: PvdQ acylase = -4; dFosB activator = 5; V-ATPase pH = 1; Wnt act = 3&-1; HTR5A inv ctr = -13; CDK5 p35 inh = 0.4; NSD2 HMT inh = ·; SR-BI HDL uptake = -12; MITF TRPM1 HTS = 16; HTR5A ag ctr = 4

(list continues)
26) C1CCC(C(CC2CCCCN2)C2CCCCC2)CC1 (centres undefined)
27) Cn1c(=O)c2c(ncn2CC2OCCO2)n(C)c1=O
28) OC(C#CCN1CCCC1)(c1ccccc1)c1ccccc1
29) Cc1ccc(CN2CCN(Cc3cccc4nccnc34)CC2CCO)cc1 (centres undefined)
30) CCOc1ccccc1C(N)=O
Screen / compound no.	26	27	28	29	30
PvdQ acylase	-4&-14	-2	1	-8	-15
dFosB activator	-1&-12	-3	-2	-1	0
V-ATPase pH	-4&0	2	1	-1	1
Wnt act	-2&-5	1	-1	-6	2
HTR5A inv ctr	-13&-15	-17	4	-26	-6
CDK5 p35 inh	0.1&0.1	1.0	0.0	0.4	0.8
NSD2 HMT inh	·	-1	2	1	·
SR-BI HDL uptake	-1&-14	-9	-11	·	-1
MITF TRPM1 HTS	-80&-97	-8	-10	2	10
HTR5A ag ctr	7&4	5	2	-3	2

31) OCCN1CCN(CCCN2c3ccccc3Sc3ccc(Cl)cc32)CC1
32) CC(=O)c1ccc(S(=O)(=O)NC(=O)NC2CCCCC2)cc1
33) CN1CCN(CCC(=O)N2c3ccccc3Sc3ccc(C(F)(F)F)cc32)CC1
34) CN(C)CCOC(C)(c1ccccc1)c1ccccn1 (centres undefined)
35) CC(=O)NC(Cc1ccccc1)C(=O)O (centres undefined)
Screen / compound no.	31	32	33	34	35
PvdQ acylase	-2	-6	-5	-12	-3
dFosB activator	-4	-2	0	-5	2
V-ATPase pH	4	-1	-1	-4	0
Wnt act	-3&-1	-3	·	-1	-3
HTR5A inv ctr	-3	-17	9	11	-26
CDK5 p35 inh	-0.2	1.3	-0.8	-4.0	0.5
NSD2 HMT inh	·	·	8	·	·
SR-BI HDL uptake	14	-17	7	-6	-3
MITF TRPM1 HTS	9	6	7	-1	·
HTR5A ag ctr	1	7	0	-3	9

36) CCCCCCO
37) Cc1c(NC(=O)c2cccnc2)c(=O)n(-c2ccccc2)n1C
38) O=C(CCN1CCC(c2ccccc2)C1)c1ccc2c(c1)OCCO2 (centres undefined)
39) CCOC(=O)c1ccc(N)cc1
40) CC(=O)Nc1ccc(C(=O)O)cc1
Screen / compound no.	36	37	38	39	40
PvdQ acylase	-6	-16	-3	-2	-11
dFosB activator	-3	-4	4	3	0
V-ATPase pH	2	1	0	0	-3
Wnt act	1	2	2	0	-1
HTR5A inv ctr	-6	-8	-32	-44	-11
CDK5 p35 inh	-1.4	-0.8	0.9	0.4	-1.6
NSD2 HMT inh	·	-7	·	·	·
SR-BI HDL uptake	-5	36	29	2	-30
MITF TRPM1 HTS	1	·	-6	15	14
HTR5A ag ctr	1	-4	-1	2	1

41) CCC(C)n1ncn(-c2ccc(N3CCN(c4ccc(OCC5COC(Cn6cncn6)(c6ccc(Cl)cc6Cl)O5)cc4)CC3)cc2)c1=O (centres undefined)
42) CN1CCN(C(c2ccccc2)c2ccccc2)CC1
43) CCOc1ccc(C(=O)OCCN(CC)CC)cc1
44) CCN(CC)CCNC(=O)c1cc(Cl)c(N)cc1OC
45) O=C(c1ccc(F)cc1)C1CCN(CCn2c(=O)[nH]c3ccccc3c2=O)CC1
Screen / compound no.	41	42	43	44	45
PvdQ acylase	-18&1	-5	-7	-7	-16&-22
dFosB activator	-6	5	-7	1	-20&-11
V-ATPase pH	0	4	-4	-2	3&6
Wnt act	-5&-13	4	-1	9&0	-4&-1
HTR5A inv ctr	-5	-38	-11	-32	-9&-16
CDK5 p35 inh	1.5	-0.9	3.8	-0.2	-6.2&2.8
NSD2 HMT inh	·	·	6	·	·
SR-BI HDL uptake	83*!	-22	-7	-13	22&17
MITF TRPM1 HTS	-13	-8	-16	6	2&-2
HTR5A ag ctr	2	-2	4	-1	2&8

46) COc1ccc(C(=O)CC(=O)c2ccc(C(C)(C)C)cc2)cc1
47) Cc1cc(Nc2cc(N3CCN(C)CC3)nc(Sc3ccc(NC(=O)C4CC4)cc3)n2)n[nH]1
48) CC[n+]1c(C)sc2cc(OC)ccc21
49) O=C(NCCc1c[nH]c2ccccc12)c1cccnc1
Screen / compound no.	46	47	48	49
PvdQ acylase	-4	-15	-12	-12
dFosB activator	-3	3	5	-1
V-ATPase pH	-8	-2	7	0
Wnt act	2	-3	2	-22
HTR5A inv ctr	-3	-17	-14	-3
CDK5 p35 inh	-0.4	·	-2.8	-0.5
NSD2 HMT inh	·	·	1	·
SR-BI HDL uptake	13	49	10	-3
MITF TRPM1 HTS	16	-3	3	-1
HTR5A ag ctr	2	5	5	1

Records listed so far marked active in SR-BI HDL uptake.
No.	SMILES	PvdQ acylase	dFosB activator	V-ATPase pH	Wnt act	CDK5 p35 inh	NSD2 HMT inh	SR-BI HDL uptake	MITF TRPM1 HTS
41	CCC(C)n1ncn(-c2ccc(N3CCN(c4ccc(OCC5COC(Cn6cncn6)(c6ccc(Cl)cc6Cl)O5)cc4)CC3)cc2)c1=O (centres undefined)	-18&1	-6	0	-5&-13	1.5	·	83*!	-13
